ALOX15B inhib = blocks human 15-lipoxygenase 2 activity; O15296; purified 15hLO-2, xylenol orange hydroperoxide absorbance; Potency, µM (titrated, usually from 57.1 µM), for inactives: at the highest dose activity change, negative = inhibition, hits mostly inhibitors; actives 0.56% (n = 110,000); AID 881; note: potency is the fitted concentration of half-maximal effect; nearly all actives have a fitted effect of over 60% in size; many of its hits are not listed in these tables
Target sequence (O15296 whole entry, looked up): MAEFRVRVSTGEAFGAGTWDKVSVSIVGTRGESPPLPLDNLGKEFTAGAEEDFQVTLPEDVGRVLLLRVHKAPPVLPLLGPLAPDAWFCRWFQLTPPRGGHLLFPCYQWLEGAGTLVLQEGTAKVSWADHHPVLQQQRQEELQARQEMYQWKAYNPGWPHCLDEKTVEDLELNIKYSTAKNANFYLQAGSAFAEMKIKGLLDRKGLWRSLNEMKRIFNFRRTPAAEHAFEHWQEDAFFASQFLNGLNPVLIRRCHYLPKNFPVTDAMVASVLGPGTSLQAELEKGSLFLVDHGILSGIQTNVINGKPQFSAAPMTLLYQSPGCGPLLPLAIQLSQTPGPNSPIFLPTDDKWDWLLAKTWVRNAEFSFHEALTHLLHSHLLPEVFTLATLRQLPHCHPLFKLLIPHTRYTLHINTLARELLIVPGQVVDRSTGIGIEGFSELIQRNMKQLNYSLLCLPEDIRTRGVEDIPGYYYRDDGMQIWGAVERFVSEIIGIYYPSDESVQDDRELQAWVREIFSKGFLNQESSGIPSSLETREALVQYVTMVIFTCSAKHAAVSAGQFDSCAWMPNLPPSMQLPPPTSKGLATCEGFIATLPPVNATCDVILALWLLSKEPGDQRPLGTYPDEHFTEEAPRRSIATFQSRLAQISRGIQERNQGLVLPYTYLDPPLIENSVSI
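Enzyme 50 nM, AA 45 uM, 25 mM Hepes pH 7.5 + 0.01% Triton X-100; cpd preinc 15 min RT, rxn 90 min RT; stop/detect with 200 uM XO + 300 uM Fe(II) in 50 mM H2SO4, 30 min; A573/A405.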
PNC assembly inh = blocks assembly of the perinucleolar compartment. AID 2417. activity change (PNC), negative = inhibition, % at 10 µM. actives 3.1% (n = 140,000). PC3M PTB-GFP, PNC prevalence imaging, 16 h; stronger effect = lower value;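 active = readout at or below -70, meaning at least 70% loss of cells showing the perinucleolar compartment, a nuclear body marking cancer cells; inconclusive = readout between -30 and a set limit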;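 note: plate controls were DMSO wells for no effect and camptothecin positive control wells for full effect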
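Compounds are pinned in duplicate onto adhered PC3M cells stably expressing GFP-tagged PTB and incubated 16 h at 37 C. Cells are then fixed, nuclei stained with Hoechst, and PNC-positive cells counted.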
IMPase cell inh = IMPase inhibition in cells | inhibition (IP1 accumulation), % at 46.1 µM | CHO-M1 cells, IP1 accumulation, HTRF TR-FRET ratio | 120,000 tested, under 10 active | P97697 | AID 901; active = well fitted curve in the direction sought with a large enough effect in the signal ratio, not every such curve was filed as active; inconclusive = small, poorly fitted or top-dose-only effect, or a change in a side signal; inactive = no such curve, though single readings can be large or run the other way; the % refers to the signal ratio;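 note: cells stimulated with carbachol in lithium chloride buffer; plate controls were DMSO basal wells for no effect and reference inhibitor wells for full effect; higher means more IMPase inhibition seen as more IP1 and lower FRET ratio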
Target sequence (P97697 whole entry, looked up): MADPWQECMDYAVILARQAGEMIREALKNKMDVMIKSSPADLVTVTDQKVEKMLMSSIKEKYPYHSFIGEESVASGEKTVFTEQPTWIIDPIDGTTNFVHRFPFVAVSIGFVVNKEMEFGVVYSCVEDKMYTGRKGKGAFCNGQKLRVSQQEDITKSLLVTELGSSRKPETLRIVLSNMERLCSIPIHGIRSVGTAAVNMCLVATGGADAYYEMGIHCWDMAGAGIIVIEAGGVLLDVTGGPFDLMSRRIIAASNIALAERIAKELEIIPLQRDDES
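In this qHTS, compounds (final up to 46 uM) act on CHO-M1 cells that are then activated through the M1 receptor with carbachol, in pH 7.4 buffer containing 50 mM LiCl, for 30 min. IP1 accumulation is quantified by the IP-One immunoassay.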
ALOX12 inhib = blocks human 12-lipoxygenase activity; Potency, µM (highest dose often 57.1 µM), without a hit: at the top dose activity change, negative = inhibition, most hits filed as inhibitors; actives 0.12% (n = 150,000); purified 12-hLO, xylenol orange hydroperoxide absorbance; AID 1452; note: potency is the fitted concentration of half-maximal effect; nearly all actives have a fitted effect of over 55% in size; many of its hits are not listed in these tables
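150 nM 12hLO, 25 mM Hepes pH 7.0 + 0.01% Triton X-100; cpd preinc 15 min RT; 40 uM arachidonic acid, 30 min RT; Fe-XO 30 min; A573/A405 ratio as read-out.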
Numbers without * were called inactive; ? = inconclusive; . = no result given; & = joins results of further samples; [ ] = dose if it differs, or a comment. Unless noted, calls come from the whole dose curve; as a rule, active = well fitted curve in the direction sought with a large enough effect; inconclusive = small, poorly fitted or top-dose-only effect, or another doubt; inactive = no such curve, though single readings can be large; an effect the other way counts as inactive or inconclusive. Unless noted, % is set by controls: 0 for no effect and ±100 for the full control effect.

Start of the data: the first 4 entries (preview)
1) CC(=O)Oc1c2c(c(CC=C(C)C)c3c1C(=O)C1=CC4CC5C(C)(C)OC(C/C=C(\C)C(=O)O)(C4=O)[C@]15O3)OC(C)(CCC=C(C)C)C=C2 (some centres undefined)
2) O=C(NCCCN1CCOCC1)C(Cl)(Cl)Cl
3) CCCc1nc2ccccc2c(=O)n1-c1cccc(OC)c1
4) CNCCc1c[nH]c2ccc(O)cc12

Assay by compound,1,2,3,4
ALOX15B inhib,?,.,-11%,0%&-14%
PNC assembly inh,.,-15,6,.
IMPase cell inh,.,.,1,-3&-7
ALOX12 inhib,?,-3%,2%,0%&-4%

The list itself (from the top)
1) CC(=O)Oc1c2c(c(CC=C(C)C)c3c1C(=O)C1=CC4CC5C(C)(C)OC(C/C=C(\C)C(=O)O)(C4=O)[C@]15O3)OC(C)(CCC=C(C)C)C=C2 (some centres undefined)
2) O=C(NCCCN1CCOCC1)C(Cl)(Cl)Cl
3) CCCc1nc2ccccc2c(=O)n1-c1cccc(OC)c1
4) CNCCc1c[nH]c2ccc(O)cc12
5) COc1ccc2c(c1)CC1(CN2C)C(=O)NC(=O)N(c2ccc(C)cc2)C1=O (centres undefined)
6) Clc1cccc(C(Cl)(Cl)Cl)n1
7) C=C(C)CCl
8) COc1ccc(OC)c(C2C(C#N)=C(N)Oc3c2c(C)nn3-c2ccc(C)cc2)c1 (centres undefined)
9) CS(=O)(=O)N1CCC2(CC1)CN(Cc1ccncc1)C2
10) CC1C(=O)OC2C1CC[C@@]1(C)C=CC(=O)[C@@]3(C)O[C@@]213 (some centres undefined)

Assay by compound,1,2,3,4,5,6,7,8,9,10
ALOX15B inhib,?,.,-11%,0%&-14%,-15%,-1%,-6%,?,-3%,-1%
PNC assembly inh,.,-15,6,.,-22,.,.,?,.,.
IMPase cell inh,.,.,1,-3&-7,5,.,.,8,.,.
ALOX12 inhib,?,-3%,2%,0%&-4%,-12%,-3%,2%,-11%,2%,1%

11) Nc1cc(Cl)c2nonc2c1[N+](=O)[O-]
12) CC(C)Cn1cc(C(=O)N2CCC3(CC2)OCCO3)c2c3ccccc3n(C)c2c1=O
13) Cn1c(O)c(C(=N)COc2cccc(Cl)c2)c(=O)n(C)c1=O
14) C=C(C)CN1CC[C@@]23c4c5ccc(O)c4O[C@H]2c2[nH]c4ccccc4c2C[C@]3(O)[C@@H]1C5
15) COCc1cc(C)c(C#N)c(=S)[nH]1
16) CN(C)C(Cc1ccccc1)C(=O)c1ccc(-c2ccccc2)cc1 (centres undefined)
17) CC(C(=O)Nc1ccc(Br)cc1C(=O)c1ccccc1)N1CCCCC1 (centres undefined)
18) COc1ccc(NC(=O)N2CC3(CCN(C(=O)Oc4ccccc4)CC3)C2)cc1
19) CN1CC[C@@]2(C)c3cc(O)ccc3N(C)[C@@H]12
20) Cc1ccc(/C=C2/C(=O)NC(=O)N(CC3CCCO3)C2=O)s1 (centres undefined)

Assay by compound,11,12,13,14,15,16,17,18,19,20
ALOX15B inhib,.,-5%,10%,16%,?,1%,26%,9%,-7%,.
PNC assembly inh,?,-25,-3,.,9,-14,8,.,.,-3
IMPase cell inh,-5,-1,2,-3,-4,-4,4,.,2,.
ALOX12 inhib,-1%,-7%,-4%,-14%,0%,-15%,-2%,2%,-8%,-3%

21) COC(C)(C)C
22) O=C(N/N=C1/CN2CCC1CC2)c1cc2ccccc2cc1O
23) CC(C)(C)OO
24) COc1ccccc1-c1[se]c2ccccc2c1I
25) O=C(Cc1ccccc1)Oc1ccc(N2C(=O)C3CCCCC3C2=O)cc1 (centres undefined)
26) COC(=O)c1cc(COc2cc(C)cc3oc(=O)c4c(c23)CCC4)c(C)o1
27) CCCC(=O)Cl
28) CCOC(=O)C1SC2(C(F)(F)C(F)F)CC1(O)c1c(c(OC)c3occc3c1OC)O2 (centres undefined)
29) Cn1c(O)c(/C=N/N2CCCCC2)c(=O)[nH]c1=O
30) Cc1cccc(-n2c(-c3ccc([N+](=O)[O-])cc3)nc3ccccc3c2=O)c1

Assay by compound,21,22,23,24,25,26,27,28,29,30
ALOX15B inhib,-3%,-1%,5%&0%,11%[0.0915 µM],.,-9%,-4%,-6%,.,.
PNC assembly inh,.,14,.,.,4,-3,.,-23,23,13
IMPase cell inh,.,-2,.,.,-10,-7,.,6,.,4
ALOX12 inhib,3%,6%,-3%&-4%,-1%[0.00818 µM],17%,3%,-3%,-10%,0%,-2%

One compound at a time, from the list above. Values in the order: ALOX15B inhib | PNC assembly inh | IMPase cell inh | ALOX12 inhib
CCCC(=O)Cl reads -4% | . | . | -3%
O=C(N/N=C1/CN2CCC1CC2)c1cc2ccccc2cc1O reads -1% | 14 | -2 | 6%

Next section
31) Cc1cc(C)c(S(=O)(=O)NCC2CCC(C(=O)N3CCC4(CC3)OCCO4)CC2)c(C)c1 (centres undefined)
32) CNP1(NC)=Nc2nn(-c3ccccc3)c(N)c2C(c2ccccc2)=N1
33) Cc1ccc(-n2c(C)cc(/C=C3\C(=O)NC(=O)N(C)C3=O)c2C)cc1C
34) C/C(CC(c1ccccc1)c1c(O)c2ccccc2oc1=O)=N\NC(N)=S (centres undefined)
35) COP(=S)(OC)Oc1ccc([N+](=O)[O-])cc1
36) CCCCCCCCCCCCCC(=O)O[C@@H]1[C@@H](C)[C@@]2(O)[C@@H](C=C(CO)C[C@]3(O)C(=O)C(C)=C[C@@H]23)[C@@H]2C(C)(C)[C@]12OC(C)=O
37) CCN1CCN(Cc2nnnn2C(C)(C)C)CC1
38) O=C(Nc1ccccc1OC(=O)N1CCOCC1)N1CCOCC1
39) CN(C)[C@@H]1C(=O)C(C(N)=O)=C(O)[C@]2(O)C(=O)C3=C(O)c4c(O)cccc4[C@](C)(O)[C@H]3C[C@@H]12
40) O=C(O)C[O][Sb][O]CC(=O)O

Assay by compound,31,32,33,34,35,36,37,38,39,40
ALOX15B inhib,-1%,0%,.,.,-4%,28%[0.0915 µM],12%,-1%,39%[activator][11.4 µM],-6%[11.4 µM]
PNC assembly inh,-24,-6,24,-16,.,.,?,-17,.,.
IMPase cell inh,5,4,.,.,.,.,5,6,.,.
ALOX12 inhib,4%,-4%,-2%,-4%,-4%,-1%[0.00818 µM],-1%,-1%,-4%[11.4 µM],7%[11.4 µM]

(cont.)
nr	molecule	ALOX15B inhib	PNC assembly inh	IMPase cell inh	ALOX12 inhib
41	COc1cc(/C=C/[N+](=O)[O-])ccc1O	.	-84*	.	-20%
42	O=C(C1CC(=O)N(C2CCCC2)C1)N1CCC2(CC1)OCCO2 (centres undefined)	2%	69	-19	4%
43	Cc1c(Cl)cccc1NC(=S)N1CC2CC(C1)c1cccc(=O)n1C2 (centres undefined)	.	-2	7	-5%
44	CNC[C@H](O)c1ccc(O)c(OC)c1	6%[25.6 µM]	.	-4[20.6 µM]	-3%[25.6 µM]
45	[O]=[Cr](=[O])([OH])[O][Cr](=[O])(=[O])[OH]	-5%&-5%&-10%	.	.	21%&4%&1%
46	CN1C(=O)C(=Cc2ccc(N3CCOCC3)o2)C(=O)N(C)C1=O	.	-24	.	-1%
47	COc1cc2ccc(=O)oc2c2ccoc12	-5%	40	.	5%&-1%
48	Cc1cc(C=C2C(=O)NC(=S)NC2=O)c(C)n1-c1ccc2c(c1)OCO2	.	?	-3	-9%

A draw from above in order of molar mass, smallest number first:
nr	molecule	ALOX15B inhib	PNC assembly inh	IMPase cell inh	ALOX12 inhib
41	COc1cc(/C=C/[N+](=O)[O-])ccc1O	.	-84*	.	-20%
44	CNC[C@H](O)c1ccc(O)c(OC)c1	6%[25.6 µM]	.	-4[20.6 µM]	-3%[25.6 µM]
45	[O]=[Cr](=[O])([OH])[O][Cr](=[O])(=[O])[OH]	-5%&-5%&-10%	.	.	21%&4%&1%
46	CN1C(=O)C(=Cc2ccc(N3CCOCC3)o2)C(=O)N(C)C1=O	.	-24	.	-1%
42	O=C(C1CC(=O)N(C2CCCC2)C1)N1CCC2(CC1)OCCO2 (centres undefined)	2%	69	-19	4%
48	Cc1cc(C=C2C(=O)NC(=S)NC2=O)c(C)n1-c1ccc2c(c1)OCO2	.	?	-3	-9%

(continued)
nr	molecule	ALOX15B inhib	PNC assembly inh	IMPase cell inh	ALOX12 inhib
49	Cc1nc2cc(C(F)(F)F)ccc2n1C1CCN(Cc2nnnn2CCc2ccccc2)CC1	.	?	8	3%
50	O=c1c2ccccc2nc(-c2ccco2)n1-c1ccncc1	0%	-6	2	-1%
51	COC(=O)C1=CO[C@@H](C)[C@@H]2CN3CC[C@]4(C(=O)Nc5ccccc54)[C@@H]3C[C@H]12	.	79	.	-5%
52	Cc1ccc(C(=O)C2CN(C)CC2C(=O)c2ccc(C)cc2)cc1 (centres undefined)	22%	29	6	-3%
53	CCCCn1c(O)c(C(C)=NCc2ccc(F)cc2)c(=O)[nH]c1=O	4%	-8	-1	-3%
54	OCC12CO[C@@H]3c4ccccc4[C@H](OC1)N32 (some centres undefined)	1%	8	-14	1%
55	CC(C)[C@]12CC(=O)[C@H](C)[C@H]1C2	6%	.	.	-1%
56	C[C@@H](O)CN(CCN(C[C@@H](C)O)C[C@@H](C)O)C[C@@H](C)O.O=[N+]([O-])O.[Cu]	?	.	.	?
57	O=C(CN1C(=O)CN=C(c2ccccc2Cl)c2cc(Cl)ccc21)NCc1ccco1	-7%	-21	-6	-3%
58	C[N+]12CN3CN(CN(C3)C1)C2	-16%	?	7	-9%
59	COc1ccc2[nH]cc(CCN(C)C)c2c1	3%	.	-2	-3%
60	CC1CCCC(C)N1/N=C/c1c[nH]c2ccc(Br)cc12 (centres undefined)	.	19	7	-4%
61	O=C1NC(=O)N(c2ccc3c(c2)OCO3)C(=O)/C1=C/c1ccc(N2CCCCC2)o1	-19%	12	5	-9%
62	CCN1CCN(Cc2ccccc2C)CC1	1%	-4	20	7%
63	CCCC(C)C1(CC)C(=O)N=C(S)NC1=O (centres undefined)	2%	.	.	-1%
64	CC(C)OC(=O)C1C(=O)NC2(C)CC1c1ccccc1O2 (centres undefined)	-6%	9	10	5%
65	C[C@H](Br)CN(C[C@H](C)Br)c1ccc2c(c1)Cc1ccccc1-2	-6%[11.4 µM]	.	.	-11%[11.4 µM]
66	OC[P+](CO)(CO)CO	2%	.	.	-7%
67	CN1C(=O)c2ccccc2Sc2ccc(C(=O)N3CCC4(CC3)OCCO4)cc21	-8%	8	1	2%
68	OC(c1ccccc1)(c1ccccc1)C1CCNCC1	-1%	-16	4	2%
69	Cc1ccc(N2C(=O)/C(=C/c3ccc(CN(CCC#N)S(C)(=O)=O)o3)C(=O)NC2=S)cc1C	.	33	?	-27%
70	CCCCCSc1cc(OC)c(CCNC)cc1OC	38%[activator]	8	8	7%
71	O=C(c1cc2c(s1)-c1ccccc1OC2)N1CCC2(CC1)OCCO2	-6%	-28	-1	-2%
72	COC(=O)C1=CO[C@@H](C)[C@@H]2CN3CC[C@@]4(C(=O)Nc5ccccc54)[C@@H]3C[C@H]12	.	10	.	-9%
73	CNC(=O)Oc1ccccc1OC(C)C	-2%	.	.	2%
74	CCCCCc1nc2c(c(=O)c3ccccc3n2C)c(=O)n1C1CCCCCC1	.	?	-2	7%
75	CCS(=O)(=O)N1CCC(C(=O)N2CCC3(CC2)OCCO3)CC1	3%	-6	1	-5%
76	COP(N)(=O)SC (centres undefined)	-1%	.	.	-3%
77	O=[N+]([O-])c1ccc(N2CCNCC2)cc1Sc1ccccn1	.	36	.	-2%
78	CCCCn1c(O)c(C(C)=NCCc2ccccc2)c(=O)[nH]c1=O	-11%	-7	9	-10%

A portion of the library. The share of hits here may be higher or lower than overall.
